MEP2 TOR yeast: modulators of MEP2-GFP levels in yeast, primary screen, S. cerevisiae, multiplex flow cytometry, MLPCN library | S. cerevisiae MEP2-GFP strain, 3 h; 100% = DMSO control level | GFP response vs DMSO, % at 10 µM | 0.51% of 330,000 active | AID 2016, 2009;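 active = GFP response versus DMSO above a set limit, roughly screen mean plus 3 SD, cut at about 180% in these data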;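 also: median GFP fluorescence of the barcode-gated MEP2-GFP cells per well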
CIT2 TOR yeast: modulators of CIT2-GFP expression in yeast, primary screen, S. cerevisiae, GFP fusion, multiplex flow cytometry, MLPCN library; S. cerevisiae CIT2-GFP strain, 3 h; 100 means same as DMSO wells; GFP response vs DMSO, % at 10 µM; 0.065% of 320,000 active;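 active = GFP response relative to DMSO above a set limit, near the screen mean plus 3 SD, cut at about 150% in these data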;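 also: ratio of well median GFP fluorescence to mean of DMSO wells on the plate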
proCasp7 act: procaspase-7 activators, primary screen, counter-screen for procaspase-3 activator project, biochemical, absorbance, HTS, human | Caspase-7 (Homo sapiens), P55210 | recombinant procaspase-7, Ac-DEVD-pNA absorbance 405 nm; D23A/D198A/D206A triple mutant, cannot self-cleave; scale: DMSO 0, 5 µM enzyme 100 | activation, % at 8.5 µM | 0.093% of 330,000 active | AID 463210, 2010;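 active = percent activation above the screen-wide mean plus 3 SD, cut at about 25% in these data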
Target sequence (P55210 whole entry D23A/D198A/D206A): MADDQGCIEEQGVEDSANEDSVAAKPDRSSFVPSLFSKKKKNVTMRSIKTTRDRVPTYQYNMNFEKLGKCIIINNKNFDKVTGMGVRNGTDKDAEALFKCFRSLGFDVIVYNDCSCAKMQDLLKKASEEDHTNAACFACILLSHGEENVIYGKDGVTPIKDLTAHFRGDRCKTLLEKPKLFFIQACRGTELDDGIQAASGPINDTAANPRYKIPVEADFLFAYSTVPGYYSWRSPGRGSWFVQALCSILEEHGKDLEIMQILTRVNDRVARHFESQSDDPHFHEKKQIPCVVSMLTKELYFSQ
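System: Procaspase-7 triple mutant (PC-7 D3A); measure: % activation from two-timepoint absorbance difference, scaled to controls; times: 1 h compound preincubation, 2 h substrate cleavage, 25 °C; also added: Ac-DEVD-pNA substrate, 400 µM as added; measured by: Epi-absorbance of released pNA at 405 nm, two timepoints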
LAP4 TOR yeast: modulators of LAP4-GFP expression in yeast, primary screen, S. cerevisiae, multiplex flow cytometry, MLPCN library. 3 h; median GFP as percent of DMSO wells. GFP response vs DMSO, % at 10 µM. AID 2023, 2009. 0.34% of 320,000 active;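 active = GFP response vs DMSO above a set limit, about the screen mean plus 3 SD, cut at about 150% in these data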
RPL19A-GFP yeast: RPL19A-GFP expression modulators in yeast, primary screen, cell-based, S. cerevisiae, multiplex flow cytometry, MLPCN | percent response vs DMSO, % at 10 µM | 0.3% of 330,000 active | AID 2025, 2009 | S. cerevisiae RPL19A-GFP strain, 3 h; active compounds read low;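 active = percent response vs DMSO below 50%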;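 also: median channel GFP fluorescence of the barcoded RPL19A-GFP strain; ratio of sample median GFP to plate DMSO average so 100% = DMSO; lower means less RPL19A-GFP as with rapamycin TOR inhibition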
AGP1 TOR yeast: modulators of AGP1-GFP expression in yeast TOR pathway, primary screen, cell-based, multiplex flow cytometry, S. cerevisiae, MLPCN library; 3 h; GFP as percent of DMSO wells; GFP response vs DMSO, % at 10 µM; 0.02% of 320,000 active; AID 2066, 2009;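 active = GFP response relative to DMSO above a set limit, near screen average plus 3 SD, cut at about 150% in these data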;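 also: median GFP channel fluorescence of the gated AGP1 strain per well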
procasp3 activ: activators of human procaspase-3 D3A mutant, primary screen, biochemical, absorbance, PC-3 D3A mutant, single concentration; Caspase-3 (Homo sapiens), P42574; recombinant procaspase-3 D3A, Ac-DEVD-pNA absorbance 405 nm; activation, % at 8.5 µM; 0.11% of 330,000 active; AID 463141, 2010;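 active = activation above the mean of all tested compounds plus 3 SD, cut at about 21% in these data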;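 also: 0% = DMSO alone and 100% = DMSO wells spiked with extra 5 µM PC-3 D3A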
Target sequence (P42574 whole entry D9A/D28A/D175A): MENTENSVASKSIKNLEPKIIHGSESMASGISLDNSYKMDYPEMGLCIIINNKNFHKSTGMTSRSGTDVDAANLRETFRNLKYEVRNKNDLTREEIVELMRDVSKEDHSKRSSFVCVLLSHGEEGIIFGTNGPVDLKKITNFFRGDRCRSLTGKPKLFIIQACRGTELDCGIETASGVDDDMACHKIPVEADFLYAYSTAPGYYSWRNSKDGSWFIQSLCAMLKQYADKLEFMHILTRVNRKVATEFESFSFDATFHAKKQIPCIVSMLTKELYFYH
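Evaluation: percent activation relative to control range; Material: Procaspase-3 D3A mutant, all three cleavage aspartates alanine; Compound: single dose, 8.5 µM nominal compound, 0.8% DMSO; Replication: one well per compound; Signal: absorbance at 405 nm, 0 and 120 min; Schedule: 1 h preincubation plus 2 h reaction at 25 °C.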
AHR activator: AHR activators, primary screen, cell-based, luminescence, luciferase reporter, human; Aryl hydrocarbon receptor (Homo sapiens), P35869; 2.5% of 320,000 active; AHR-responsive luciferase reporter cells; AID 2796, 2010; activation, % at 5 µM; in the data active = activation above about 47%;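 also: 0% = vehicle wells and 100% = reference agonist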
Starred values were filed as active, the others as inactive; . = no result given. An unsorted share of the library; about 3.5% have a hit in one of these screens.

SMILES	MEP2 TOR yeast	CIT2 TOR yeast	proCasp7 act	LAP4 TOR yeast	RPL19A-GFP yeast	AGP1 TOR yeast	procasp3 activ	AHR activator
Cc1ccc(NCc2nnc(SCC(=O)Nc3ccccc3)n2CC2CCCO2)c(C)c1 (configuration not stated)	101	.	-5	94	101	105	-7	23
O=C(CN1c2cccc3cccc(c23)S1(=O)=O)N1CCN(c2ccc(F)cc2)CC1	107	100	12	104	101	102	7	2
CCCCCc1ccc(OCCCC[n+]2cccc(C)c2)c(CCCCC)c1	102	105	-4	117	96	110	0	2
CC1=CC(=O)C(C(C)=Nc2ccccc2Cl)C(=O)O1 (configuration not stated)	113	104	-5	92	109	95	7	13
O=C(c1ccccc1Br)N1CCN(Cc2ccc3c(c2)OCO3)CC1	96	100	7	86	96	95	7	2
CCn1c(SCc2nc3sc(C(=O)O)c(C)c3c(=O)[nH]2)nnc1-c1ccc(Cl)cc1	102	101	-1	99	102	106	2	-1
COc1ccc(NC(=S)NCc2ccccc2Cl)c(OC)c1	110	100	-9	105	104	100	1	13
COc1cc(/C=N/NC(=O)C(=O)NCc2cccnc2)cc(OC)c1OC	101	95	1	90	100	93	-3	10
CCCc1ccc2oc(C(=O)N3CCNC(=O)C3CC(=O)OC)c(C)c2c1 (configuration not stated)	111	98	-4	102	99	101	-1	6
COc1ccc(C(=O)Oc2ccc(Br)cc2C(=S)N2CCOCC2)cc1	102	103	-6	116	100	94	-10	2
c1ccc(CN(Cc2ccccc2)c2nn[nH]n2)cc1	112	108	6	100	107	106	5	-2
COc1ccc(CC(=O)Oc2cc(C)ccc2C)cc1	90	98	-11	92	107	96	0	2
CCC(=O)Nc1c2c(nn1-c1ccc(F)cc1)CS(=O)(=O)C2	142	117	8	115	93	116	0	-1
Cc1csc(NC(=O)c2ccccc2[N+](=O)[O-])n1	96	103	-2	101	99	104	-2	2
Cc1nnc(SCC(=O)N2CCN(C(=O)c3ccco3)CC2)n1-c1ccccc1	95	94	12	100	97	103	2	0
COC(=O)Nc1cc(C)nc2ccccc12	100	93	-1	94	98	94	8	11
O=C(Nc1nnc(CCN2CCCCC2)s1)c1ccc(Cl)cc1Cl	103	95	-2	121	102	112	-3	2
Cc1ccc(-c2csc3nc(C)n(-n4c(C)ccc4C)c(=O)c23)o1	94	96	-5	109	99	98	-4	-1
Cn1c(=O)c2c(ncn2CC(=O)N2CCN(S(=O)(=O)c3ccc(F)cc3)CC2)n(C)c1=O	91	98	-1	91	94	93	2	1
Cc1ccc(C(=O)N/C(=C\c2ccc(-c3ccc(Br)cc3)o2)C(=O)NCCCN(C)C)cc1	106	94	1	104	106	101	4	-2
O=C(O[C@@H]1OC2COC(=O)c3cc(O)c(O)c(O)c3-c3c(cc(O)c(O)c3O)C(=O)O[C@@H]([C@H]1O)[C@@H]2O)c1cc(O)c(O)c(O)c1	87	79	-30	121	91	77	-30	-1
COc1ccc(S(=O)(=O)N(Cc2ccccc2)c2ccccc2C(=O)O)cc1	112	111	3	96	88	101	-2	0
COc1ccc(OC)c(NC(=O)[C@H]2CC=CC[C@H]2C(=O)O)c1	107	106	1	107	102	104	4	0
O=C(Nc1cccc2ccccc12)c1cccc([N+](=O)[O-])c1	96	95	-2	97	98	95	-5	34
C/C(=N\NC(=O)c1ccc(-c2ccccc2)cc1)C1C(=O)c2ccccc2C1=O	86	81	-11	99	80	96	0	4
Cc1cc(C)c(OCCN2CCCC2)c(Cl)c1	103	104	-3	78	104	95	-9	0
COc1ccc(C/C(C)=N/NC(=S)Nc2ccccc2)cc1	100	102	-8	95	94	91	-2	22
COc1cccc(F)c1C(C[N+](=O)[O-])c1c(N)n(C)c(=O)n(C)c1=O (configuration not stated)	96	103	4	134	97	106	1	2
CCN1CCc2c(sc(NC(=O)Cc3ccccc3)c2C(=O)OC)C1	102	91	3	109	98	99	8	2
CC(Oc1cccc(Cl)c1)C(=O)Nc1cc(S(=O)(=O)N2CCCCC2)ccc1N1CCOCC1 (configuration not stated)	95	97	5	99	95	106	3	8
CC1CCc2nn(CC(=O)Nc3ccc(F)cc3F)cc2C1 (configuration not stated)	94	105	-2	98	103	105	0	0
Cc1ccc(CNC(=O)C2CCN(S(=O)(=O)c3cccs3)CC2)cc1	91	101	3	97	101	104	-4	0
Cc1ccc(N(CC(=O)NC2CCCC2)C(=O)CCC(=O)Nc2ccccn2)cc1C	103	91	-4	86	103	97	-2	0
COC(=O)CCC(=O)N(C)CC1CCCN(CCc2cccc(C(F)(F)F)c2)C1 (configuration not stated)	114	101	1	100	103	103	3	-3
Cc1cc(NS(=O)(=O)c2ccccc2)c(C)c(Cl)c1O	93	88	1	93	89	90	8	7
CCC(=O)c1ccc(OCC(=O)OCC(=O)NC2CCCCCCC2)cc1	108	107	5	107	101	99	0	0
Cc1cccc(COc2ccc(/C=N/NC(=O)c3nnn(-c4nonc4N)c3CN3CCCCC3)cc2)c1	102	99	6	92	101	102	4	5
COc1cccc(NC(=O)CN(C)C(=O)c2ccc(-c3cccc(C(F)(F)F)c3)o2)c1	100	102	8	100	98	106	0	1
O=C1CCCN1CCCNS(=O)(=O)c1ccc(Br)cc1	98	91	7	98	96	97	0	1
COc1ccc(C(=O)N/N=C/c2cc3ccccc3[nH]c2=S)cc1	105	94	-16	95	100	99	4	57*
CC(C)(C)c1ccc(CN2C(=O)CSC2=O)cc1	98	101	11	95	101	102	-3	2
COc1ccc(C(=O)Nc2ccnn2C2CCN(C3CCC3)CC2)cc1	103	106	1	97	103	105	4	3
O=C(CSc1ncc(-c2ccc(F)cc2)[nH]1)NCc1ccco1	93	.	-5	95	97	97	5	5
Cc1ccc(C)c(C(C)NC(=S)NCc2ccc(F)cc2)c1 (configuration not stated)	98	98	3	105	98	100	4	-1
CCC1=NC(c2ccccc2Cl)N(O)C1(C)C (configuration not stated)	99	95	-1	98	94	98	1	-3
COC(=O)C(C)Oc1cc(C)ccc1COc1ccc(-n2nc(C)n(C(F)F)c2=O)cc1 (configuration not stated)	103	88	-14	104	102	90	-9	2
CC(=O)c1ccc2c(c1)N(C)c1ccccc1S2	100	92	-16	101	96	94	0	4
OCCCN1CCN(CCOc2ccccc2-c2ccccc2)CC1	100	101	-13	98	95	103	2	0
O=c1[nH]c2ccc(S(=O)(=O)N3CCCCC3)cc2s1	100	104	8	107	100	104	-2	-2
CC(CCc1ccccc1)NC(=O)CN1CCN(c2ccccc2)CC1 (configuration not stated)	103	96	6	105	96	100	0	2
More structures.
SMILES	MEP2 TOR yeast	CIT2 TOR yeast	proCasp7 act	LAP4 TOR yeast	RPL19A-GFP yeast	AGP1 TOR yeast	procasp3 activ	AHR activator
CCCC(c1nnnn1Cc1ccc(OC)cc1)N1CCN(C(=O)c2ccco2)CC1 (configuration not stated)	95	86	-1	97	89	89	5	2
Cc1cccc(/C(N)=N/OC(=O)CCCc2ccccc2)c1	103	110	-8	81	99	68	3	4
CCCCc1nc(SCC(=O)Nc2nnc(CCCC)s2)n[nH]1	102	96	6	96	105	103	-4	0
NC(=O)c1ccc(NS(=O)(=O)c2ccccc2F)cc1	97	96	-6	93	97	97	-3	-1
Fc1cccc(/C=N/NC(=S)Nc2ccccc2Cl)c1	103	94	9	107	97	113	-1	76*
CC(CC(C)C(=O)N1CCOCCN(C(=O)C(C)CC(C)C(=O)O)CCOCC1)C(=O)O (configuration not stated)	151	108	13	98	79	50	-3	0
O=C(c1ccc(S(=O)(=O)c2ccc(Cl)cc2)cc1)N1CCOCC1	104	103	-2	108	101	115	-1	3
CCOc1cc(NC(=O)c2ccco2)c(OCC)cc1NC(=O)CCc1ccccc1OC	107	116	-4	110	97	105	4	18
CCOC(=O)N1CCN(c2cc(=O)n(Cc3ccc(F)cc3)c(=O)[nH]2)CC1	102	103	10	96	100	107	0	1
O=C(CN1C(=O)/C(=C/c2cccc(Br)c2)SC1=S)NCCCN1CCOCC1	102	102	-18	84	103	99	-7	2
O=C(/C=C/c1ccco1)NC(=S)Nc1ccc(N2CCOCC2)c(Cl)c1	104	112	5	109	102	111	7	13
Cc1ccc(C)c(N(CC(=O)N/N=C/c2ccc(-c3ccc([N+](=O)[O-])cc3)o2)S(=O)(=O)c2ccccc2)c1	107	101	-14	98	103	107	1	2
Cc1cccc(OCCC(=O)NCC(c2ccccc2)N(C)C)c1 (configuration not stated)	103	96	8	102	102	101	2	0
CCOC(=O)C1=C(CN2CCSCC2)NC(=O)NC1c1ccc2c(c1)OCO2 (configuration not stated)	94	97	-13	97	93	98	2	-1
O=C(NCC1CCCN(Cc2cccc(OCCO)c2)C1)c1ccc(F)cc1 (configuration not stated)	99	109	-7	97	99	107	19	6
Cc1ccc(/C=C/c2nnc(-c3cccs3)o2)cc1	101	96	4	113	97	94	4	35
O=C(CSc1nnc(CCc2ccccc2)n1-c1ccc(Cl)cc1)NCc1ccccc1	102	102	4	101	98	104	14	-1
COc1ccc(NC(=O)Cn2cnc3sc(C)c(S(=O)(=O)N4CCOCC4)c3c2=O)c(OC)c1	92	90	10	93	92	.	-2	1
O=C(NCCN1CCc2ccccc2C1)C1CCN(S(=O)(=O)N2CCC3(CC2)OCCO3)CC1	99	100	5	101	99	100	-1	7
O=C(NCCc1ccccc1)c1ccc2c(c1)OCCCO2	110	113	-2	93	108	103	2	-18
COc1ccc(C2=NOC3(CC(=O)N(c4ccc(Cl)cc4)C3=O)C2)c(OC)c1 (configuration not stated)	101	102	1	111	100	96	4	-4
COc1ccccc1Oc1ccc(Oc2ccccc2OC)cc1	93	92	3	108	97	100	-1	7
Cn1c(=O)c2c(Nc3ccc(F)cc3)cc(=O)n(-c3ccccc3)c2n(C)c1=O	111	102	4	116	104	115	9	0
O=C(COC(=O)Cc1ccc(Cl)cc1)Nc1ccccc1-c1ccccc1	87	111	1	85	119	75	2	2
